# Compound activity from PubChem.
# PTPN22 act: LYP (human) phosphatase activation. Q9Y2R2. activation, % at 2 µM. 96,000 compounds, 0.11% hits. AID 697. recombinant LYP, DiFMUP fluorescence; 0 = plate median, 100 = signal doubled;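 active = activation at 2 µM above a set limit, the mean plus 5 SD, cut at about 37% in these data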
# CYP2C9 act: CYP2C9 (human) activation | P11712 | recombinant CYP2C9, luciferin-H conversion, luminescence; active compounds read high; factor 1 = untreated enzyme, 0 = blocked | activation factor at 5 µM | 96,000 compounds, 1.4% hits;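 active = activation factor of 2 or more for CYP2C9 at a 5 µM dose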;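 also: 0 = sulfaphenazole-blocked wells and 1 = vehicle-only wells; values of inactives mirror those of a sister screen read the other way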
# Target sequence (P11712 whole entry, looked up): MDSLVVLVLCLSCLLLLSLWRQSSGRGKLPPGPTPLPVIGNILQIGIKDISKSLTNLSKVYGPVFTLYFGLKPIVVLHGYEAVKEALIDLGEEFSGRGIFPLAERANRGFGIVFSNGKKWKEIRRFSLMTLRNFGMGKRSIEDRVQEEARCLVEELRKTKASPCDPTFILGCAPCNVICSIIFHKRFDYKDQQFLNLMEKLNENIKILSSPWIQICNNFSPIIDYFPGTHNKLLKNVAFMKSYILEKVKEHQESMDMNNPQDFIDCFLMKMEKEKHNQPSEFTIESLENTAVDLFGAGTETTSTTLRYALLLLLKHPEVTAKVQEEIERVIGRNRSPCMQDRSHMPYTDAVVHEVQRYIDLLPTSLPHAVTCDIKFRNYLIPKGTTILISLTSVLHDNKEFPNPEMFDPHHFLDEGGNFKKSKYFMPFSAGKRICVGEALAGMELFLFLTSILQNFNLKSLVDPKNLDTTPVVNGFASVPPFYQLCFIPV
# Ecoli WT expand: E. coli BW25113 growth inhibition, expanded screen; growth inhibition, % at 100 µM; OD600 absorbance; AID 710; 98,000 compounds, 0.15% hits;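 active = growth inhibition above about 50% at one test dose, limit read from the data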;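 also: growth measured after 20 h incubation at 37 °C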
# PostGolgi yeast: growth inhibition of a yeast mutant, post-Golgi transport screen; post-Golgi transport phenotypic cell assay; inhibition, % at 10 µM; 98,000 compounds, 0.9% hits; AID 739;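 also: yeast cells grown in 1536-well plates; yeast grown about 18 h at 30C before absorbance read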
# Pyk2 oligo antag: Pyk2 (human) oligomerization antagonism; Q14289; Q293 cells, Pyk2 FERM NanoBiT luminescence; active compounds read low; z-score (the deposit names both 25 µM and 10 µM); 99,000 compounds, 0.83% hits; AID 1347419;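 active = Z-score of -3 or lower, scaled per plate to the spread of control and sample wells; inactive = z-score above -3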;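 also: negative z-score means lost luminescence so less FERM oligomerization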
# CYP2C9 inhib: blocks human cytochrome P450 2C9; AID 777; 96,000 compounds, 20% hits; P11712; inhibition, % at 5 µM; CYP2C9 Supersomes, luciferin-H conversion, luminescence;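 active = blocking of liver enzyme CYP2C9 beyond about 50% at 5 µM, limit read from the data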; also: values of inactives mirror those of a sister screen read the other way
# PostGolgi ctrl: growth of the yeast control strain, post-Golgi counter-screen | efflux-deficient yeast background strain, growth absorbance A615, 16 h | inhibition, % at 10 µM | 98,000 compounds, 5% hits | AID 738
# hDAT+cocaine: changed human dopamine transporter uptake under cocaine IC80. AID 449768. 110,000 compounds, 1.3% hits. Q01959. B-score at 10 µM. LLC-PK1 hDAT cells, [14C]-dopamine uptake with cocaine IC80; actives deviate in either direction;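 active = Z score or B-score, a plate-position-corrected score, falls beyond the plate's 99.7% confidence bounds, in either direction; inactive = both scores lie inside the 99.7% bounds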;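 also: scored against the spread of the other compound wells on the same plate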
# PTPN22 inh 2: LYP (human) phosphatase inhibition | Q9Y2R2 | recombinant LYP catalytic domain, DiFMUP fluorescence | inhibition, % at 2 µM | 96,000 compounds, 0.21% hits | AID 640;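 active = inhibition at 2 µM at or above a set limit, the screen mean plus 3 SD, cut at about 24% in these data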;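 also: 0% = DMSO with enzyme and 100% = enzyme fully blocked by orthovanadate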
# Starred values were filed as active, the others as inactive; · = no result given; & = joins results of further samples. Rule as the data show it, unless noted: active = inhibition above about 30%; inactive = the rest.
SMILES,PTPN22 act,CYP2C9 act,Ecoli WT expand,PostGolgi yeast,Pyk2 oligo antag,CYP2C9 inhib,PostGolgi ctrl,hDAT+cocaine,PTPN22 inh 2
Cc1ccc(Nc2nc(N)nc(CN3CCC(C)CC3)n2)c(C)c1,1,·,·,·,-0.3,·,·,-0.19,-2
Cc1cc2nnc(SCC(=O)NCc3cccs3)n2c2ccccc12,13,3.2*,13,-3,0.01,-221,3,0.57,-14
CNc1nc2c3ccccc3n(C(C)=O)c2s1,9,0.5,6,-1,1.1,46,14,-0.78,-9
Cc1ccc(C(=O)C2COC(=O)C2)cc1 (centres undefined),5,1.1,5,4,0.24,-7,-3,-0.13,-11
CCOC(=O)CN1C(=O)C(Sc2n[nH]c(-c3ccccc3)n2)CCc2ccccc21 (centres undefined),-18,0.1,4,5,0.15,93*,0,2.1,18
COCCn1c(SCC(=O)N2CCCc3ccccc32)nnc1-c1ccco1,7,1.1,-2,14,0.45,-6,7,0.29,-11
CCOc1ccc(C)cc1S(=O)(=O)N1CCCCC1,2,1.9,4,0,-0.69,-94,13,-0.012,-3
Cn1c(=O)n(C)c2cc(NC(=O)CCl)ccc21,0,0.7,12,-6,-0.54,35,2,-0.67,-2
Cc1ccc(NC(=O)CCSCCC(=O)Nc2ccc(C)c(C)c2)cc1C,-10,0.6,-3,-7,-0.03,42,-4,0.37,12
Cc1ccc(CNC(=O)CN2CCN(Cc3ccc(Cl)cc3)C2=O)cc1,6,0.8,-1,-4,-0.95,18,-11,0.89,-8
CCN(CC)C(=O)CSc1nc2sc(C)c(C)c2c(=O)[nH]1,-1,0.8,0,-10,0.01,21,9,3.5*,0
CC(=O)OC1COC(N2CCc3cc([N+](=O)[O-])ccc32)C(OC(C)=O)C1OC(C)=O (centres undefined),-4,0.2,-3,4,-0.23,81*,2,-0.49,6
COC(=O)Oc1ccc(/C=N/NC(=O)CN(c2ccccc2Cl)S(C)(=O)=O)cc1OC,-5,0.4,-2,-5,-0.87,63*,-5,-0.0036,5
O=C(O)C1C2CCC(C2)C1C(=O)NCCCn1ccnc1 (centres undefined),·,0.5,·,·,-0.17,52*,·,-0.7,·
O=C(NCc1cccs1)C1CCCN1S(=O)(=O)c1ccccc1F (centres undefined),1,0.7,3,16,0.89,33,6,1,-4
COc1ccc2c(c1)-c1c(ssc1=S)C(C)(C)N2C(=O)CSC1=NCCS1,-5,0.3,-17,-6,-1.5,73*,16,1.1,8
COc1cccc(/C=N/n2nnnc2N)c1OCc1ccccc1Cl,-3,·,·,·,-0.51,·,·,-0.43,4
CCn1c(CSc2nnc(C)n2-c2ccccc2)nc2cc(S(=O)(=O)N(C)C)ccc21,7,0.3,-2,8,1.5,66*,-6,-0.65,-8
CCOC(=O)c1sc(NC(C)=O)nc1-c1ccccc1,14,0.8,2,-15,-0.28,19,-3,0.39,-12
O=C(C1CCCN1S(=O)(=O)c1ccc(Cl)c(Cl)c1)N1CCOCC1 (centres undefined),3,1.6,-13,7,0.22,-62,1,0.23,-4
Oc1ccc(CNC2CCCCC2)cc1,-1,1.1,0,-2,0.55,-13,-2,-0.29,-1
COc1cc(/C=N\NC(=O)C2C(=O)NCC2c2ccccc2)cc(OC)c1O (centres undefined),-3,1.1,0,-2,-0.27,-9,0,·,6
CC1(C)Cc2c(sc3nc4n(c(=N)c23)CCCCC4)CO1,-8,1,-6,0,0,3,3,-0.088,8
COc1ccc(C2CC(=O)C3=C(C2)Nc2ccccc2N(C(=O)C2CC2)C3c2cccnc2)cc1OC (centres undefined),-1,0.9,3,18,0.3,8,6,-2.1,5
CCOc1ccc(NC(=O)CSc2nnc(-c3ccccc3Cl)n2Cc2ccco2)cc1,3,0,-4,7,-1.7,96*,35*,0.13,-7
O=C(c1ccc(F)cc1)C(CN1CCOCC1)c1ccccc1 (centres undefined),-4,0.9,28,15,-1.2,12,55*,-0.73,2
COC(=O)CNC(=O)CN1C(=O)N(c2ccccc2)C(N(O)C(=O)Nc2ccccc2)C1(C)C (centres undefined),8,1,-1,7,-0.12,-1,3,0.25,-6
CN(C)c1ccc(C(c2nnnn2C(C)(C)C)N2CCN(C(=O)c3ccco3)CC2)cc1 (centres undefined),6,1.1,6,3,0.3,-6,-1,-0.057,-6
CC(=O)C1=C(O)C(=O)N(c2ccc(C(=O)O)cc2)C1c1ccccc1 (centres undefined),0,1,2,-6,0.95,0,-4,0.17,-1
O=C(Nc1ccc(Cc2ccncc2)cc1)c1ccc(Cl)c([N+](=O)[O-])c1,5,0.2,3,67*,-0.23,76*,78*,0.83,-1

# Continued; it opens with the 4 that closed the last part.
SMILES,PTPN22 act,CYP2C9 act,Ecoli WT expand,PostGolgi yeast,Pyk2 oligo antag,CYP2C9 inhib,PostGolgi ctrl,hDAT+cocaine,PTPN22 inh 2
COC(=O)CNC(=O)CN1C(=O)N(c2ccccc2)C(N(O)C(=O)Nc2ccccc2)C1(C)C (centres undefined),8,1,-1,7,-0.12,-1,3,0.25,-6
CN(C)c1ccc(C(c2nnnn2C(C)(C)C)N2CCN(C(=O)c3ccco3)CC2)cc1 (centres undefined),6,1.1,6,3,0.3,-6,-1,-0.057,-6
CC(=O)C1=C(O)C(=O)N(c2ccc(C(=O)O)cc2)C1c1ccccc1 (centres undefined),0,1,2,-6,0.95,0,-4,0.17,-1
O=C(Nc1ccc(Cc2ccncc2)cc1)c1ccc(Cl)c([N+](=O)[O-])c1,5,0.2,3,67*,-0.23,76*,78*,0.83,-1
O=C(CSc1nccn1Cc1ccccc1)NCc1ccccc1,1,0.4,-11,8,1.1,56*,3,-0.41,0
CCOC(=O)COc1ccc(C)cc1-c1ccno1,-4,0.6,1,5,1.4,38,3,-0.024,6
COc1cc(S(=O)(=O)N(Cc2cccs2)CC2CCCO2)ccc1-n1cnnn1 (centres undefined),3,0.7,-2,20,-0.55,31,12,-1.2,-1
CCCc1nc(SCC(=O)N2CCC(Cc3ccccc3)CC2)c2c(=O)n(C)c(=O)n(C)c2n1,-12,0.1,-17,22,·,95*,38*,2.2&0.6,12
CCOC(=O)c1cc(CNC(=O)c2c(C)oc3c2CCCC3)c(C)o1,-2,0.8,-6,0,0.75,18,-6,1.4,3
CCn1c(=N)n(CCOc2ccc(OC)cc2)c2ccccc21,2,1,7,1,-0.15,-4,5,0.95,-4
Cn1c(SCC(=O)N2CCN(c3ccccc3)CC2)nnc1-c1ccco1,4,1,-1,6,0.04,4,7,-0.54,-1
CCOC(=O)C1CCN(C(=O)CCNC(=O)Cn2ccc3ccccc3c2=O)CC1,-1,1.1,6,3,0.61,-11,5,0.14,-2
CC(=O)c1ccc(NC(=O)c2noc3c2CCCCC3)cc1,-1,1,3,-6,-0.63,4,20,·,-2
COc1ccc(C)cc1NC(=O)C(C)N(c1ccc(C)cc1)S(C)(=O)=O (centres undefined),-3,0.4,4,-3,-1,56*,15,2.7*,6
COc1ccccc1CN1CCN(C(=O)c2ccncc2)CC1,-5,0.9,5,-19,0.66,12,-2,·,7
CCN(CC)S(=O)(=O)c1ccc(S(=O)(=O)N2CCCC2C(=O)O)cc1 (centres undefined),-4,1,-4,3,0.53,-5,-8,0.25,5
Cc1ccc(S(=O)(=O)NCC(=O)OCc2nnc(-c3ccccc3)o2)cc1C,2,0.8,1,6,1.2,21,3,-1.7,-5
COc1ccc(/C=N/N=C/c2ccc(OC)c(OC)c2)cc1OC,·,1.2,14,10,-0.73,-18,20,0.16,·
CCc1nc(SCC(=O)N2c3ccccc3CC2C)c2c(C)c(C)sc2n1 (centres undefined),-1,0,-18,1,-2.3,99*,33*,0.15,3

# Three compounds out of the list above, arranged by the value under CYP2C9 act, highest first:
Compound	PTPN22 act	CYP2C9 act	Pyk2 oligo antag	CYP2C9 inhib	hDAT+cocaine	PTPN22 inh 2
COc1ccc(/C=N/N=C/c2ccc(OC)c(OC)c2)cc1OC	·	1.2	-0.73	-18	0.16	·
CCN(CC)S(=O)(=O)c1ccc(S(=O)(=O)N2CCCC2C(=O)O)cc1 (centres undefined)	-4	1	0.53	-5	0.25	5
O=C(CSc1nccn1Cc1ccccc1)NCc1ccccc1	1	0.4	1.1	56*	-0.41	0

# Entries listed above marked active in CYP2C9 act:
mol,PTPN22 act,CYP2C9 act,Pyk2 oligo antag,CYP2C9 inhib,hDAT+cocaine,PTPN22 inh 2
Cc1cc2nnc(SCC(=O)NCc3cccs3)n2c2ccccc12,13,3.2*,0.01,-221,0.57,-14

# An excerpt from above in order of SMILES length, largest number first:
SMILES,PTPN22 act,CYP2C9 act,Ecoli WT expand,PostGolgi yeast,Pyk2 oligo antag,CYP2C9 inhib,PostGolgi ctrl,hDAT+cocaine,PTPN22 inh 2
CCOC(=O)c1cc(CNC(=O)c2c(C)oc3c2CCCC3)c(C)o1,-2,0.8,-6,0,0.75,18,-6,1.4,3
COc1ccc(/C=N/N=C/c2ccc(OC)c(OC)c2)cc1OC,·,1.2,14,10,-0.73,-18,20,0.16,·
COc1ccccc1CN1CCN(C(=O)c2ccncc2)CC1,-5,0.9,5,-19,0.66,12,-2,·,7

# (cont.)
SMILES,PTPN22 act,CYP2C9 act,Ecoli WT expand,PostGolgi yeast,Pyk2 oligo antag,CYP2C9 inhib,PostGolgi ctrl,hDAT+cocaine,PTPN22 inh 2
COC(=O)c1ccccc1NC(=O)CN(CCc1ccccc1)S(C)(=O)=O,-1,0.9,5,3,0.03,7,-3,-0.22,4
O=C(NCC1CCCO1)c1cc(C(=O)C2CC2)c[nH]1 (centres undefined),4,1.1,-2,2,-0.06,-14,5,0.49,-1
CCC1(C)Cc2ccccc2-c2nc(NCCO)n(-c3ccc(C)cc3)c(=O)c21 (centres undefined),-4,0.6,-13,1,-1.7,44,35*,0.73,5
CN(CCC(=O)Nc1ccc(Br)cc1)Cc1ccccc1,2,0.7,31,3,0.2,35,9,-0.0081,-2
CCCCn1c(SCC(=O)N2c3ccccc3Sc3ccccc32)nc2c1c(=O)n(C)c(=O)n2C,-23,·,·,·,-2.6,·,·,3.2*,23
O=C(CCNS(=O)(=O)c1ccc(Br)s1)N1CCCCC1,4,1.7,7,-14,1,-66,1,-0.62,-7
Nc1nonc1-n1nnc(C(=O)O)c1-c1cccs1,-7,0.2,0,-3,-0.04,84*,13,-1.8,5
CC(C)C(=O)Nc1ccnc(-c2cccnc2)n1,2,0.6,18,-2,0.92,42,4,-0.19,2
O=C(NC(O)C(=O)c1ccccc1)c1cccs1 (centres undefined),14,1,6,5,·,2,23,-0.26,-17
COc1ccc(C(=O)NC(C)c2nnc(SCc3ccc(Cl)c(Cl)c3)n2C)cc1 (centres undefined),-3,0.9,-11,33*,0.87,11,10,0.42,3
